Assay outcomes (PubChem)
B2AR arrestin – qHTS assay of beta-arrestin-biased ligands of beta2-adrenergic receptor; Beta-2 adrenergic receptor (Homo sapiens), P07550; beta-arrestin recruitment to beta2AR, cell-based reporter; Potency, µM (titrated, usually from 46.1 µM), for inactives: top-dose activation, most hits filed as activators; 330,000 tested, 0.02% active;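 further: potency means the concentration at half of the fitted maximal effect; 0% = DMSO controls and full agonism = EC100 isoproterenol or metaproterenol; nearly all actives have a fitted effect of over 65% in size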
GALK inh – qHTS Assay for Inhibitors of Human Galactokinase (GALK); P51570; Purified GALK, Kinase-Glo residual ATP luminescence; Potency, µM (titrated, usually from 57.5 µM), for inactives: at the highest dose activity change, negative = inhibition, hits mostly inhibitors; 270,000 tested, 0.007% active; AID 1868, 2009; further: potency means the concentration at half of the fitted maximal effect; on the % scale 0 is the no-effect control and ±100 the full control effect
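GALK at 5 nM final was combined with compound, 35 uM ATP and 100 uM galactose in HEPES pH8.0 with MgCl2 and DTT. The reaction ran one hour at room temperature before luminescent ATP detection.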
a7 integrin act – qHTS for Activators of Integrin-Mediated Alleviation for Muscular Dystrophy; AID 624291, 2012; Potency, µM (series often up to 38.3 µM), for the others: at the highest dose activation, hits mostly activators; 350,000 tested, 0.064% active; alpha7betagal myoblasts, beta-gal FDG fluorescence, 48 h;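 further: potency means the concentration at half of the fitted maximal effect; 100% = response of the positive control SU9516; nearly all actives have a fitted effect of over 60% in size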
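Alpha7betagal+/- myoblasts (passage 13) were plated 16-24 hr, then exposed to compounds (1:260 dilution of DMSO stock) for 48 hours at 37C. After MPER lysis, β-galactosidase reporter activity was read as FDG fluorescence (ex 480/em 540) after 30 minutes.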
FBPA coupling cs – qHTS Assay for Inhibitors of Fructose-1,6-bisphosphate Aldolase from Giardia Lamblia: Coupling assay counterscreen; coupling enzyme system counterscreen, AmpLite Red fluorescence; activity change, negative = inhibition, % at 58.2 µM, hits read low; 290,000 tested, 0.67% active; in the data active means activity change below about -30%; further: on the % scale 0 is the no-effect control and ±100 the full control effect
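Fluorescence at 525 nm excitation and 598 nm emission measured inhibition of the coupled detection system without aldolase. Compounds (at 57.5 uM final) were preincubated 10 min at room temperature with coupling enzyme reagent before a 20 min substrate/AmpLite Red step.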
Menin-MLL TR inh – qHTS Assay for Inhibitors Targeting the Menin-MLL Interaction in MLL Related Leukemias: Competition With Texas Red Labeled MLL-derived Mutant Peptide; O00255; Menin + Texas Red MLL mutant peptide, fluorescence polarization; Potency, µM (doses to about 61.6 µM), without a hit: top-dose FP activity change, negative = inhibition, actives largely listed as inhibitors; 270,000 tested, 0.23% active; active means well fitted inhibition curve with a large enough effect in the polarisation, with a control signal flat, not every such curve was filed as active; inconclusive means small, poorly fitted or top-dose-only effect, or effect the other way, or a change in a side signal; inactive means no such curve, though single readings can be large or run the other way; the % refers to the polarisation; further: potency means the concentration at half of the fitted maximal effect; % of control where 0% means no effect; many of its hits are not listed in these tables
S-ASM inh – Inhibitors of Secretory Acid Sphingomyelinase (S-ASM): qHTS | Sphingomyelin phosphodiesterase (Homo sapiens), P17405 | placental ASM, HMU-PC fluorogenic substrate, 60 min | Potency, µM (highest dose often 57.5 µM), for the others: at the top dose activity change, negative = inhibition, most hits filed as inhibitors | 340,000 tested, 0.006% active | AID 504937, 2011; further: potency means the concentration at half of the fitted maximal effect
Target sequence (P17405 47-631 limits assumed): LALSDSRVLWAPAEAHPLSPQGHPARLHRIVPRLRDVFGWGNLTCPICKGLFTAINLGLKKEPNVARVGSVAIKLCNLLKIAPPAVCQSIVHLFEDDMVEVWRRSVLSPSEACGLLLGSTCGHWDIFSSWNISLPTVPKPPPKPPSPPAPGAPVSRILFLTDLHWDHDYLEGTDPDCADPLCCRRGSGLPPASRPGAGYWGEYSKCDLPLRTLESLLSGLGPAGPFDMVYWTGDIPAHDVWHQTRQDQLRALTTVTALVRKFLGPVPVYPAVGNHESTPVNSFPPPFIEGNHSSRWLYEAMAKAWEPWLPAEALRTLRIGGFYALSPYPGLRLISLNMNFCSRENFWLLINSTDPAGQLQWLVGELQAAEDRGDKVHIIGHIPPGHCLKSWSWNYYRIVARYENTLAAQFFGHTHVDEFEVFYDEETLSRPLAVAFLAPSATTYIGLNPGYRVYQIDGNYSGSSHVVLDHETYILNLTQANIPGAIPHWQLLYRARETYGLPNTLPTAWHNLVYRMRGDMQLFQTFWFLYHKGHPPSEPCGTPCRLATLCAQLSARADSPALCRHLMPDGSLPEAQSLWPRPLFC
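Fluorescence read-out (Ex 386 nm, Em 447 nm) after stopping the reaction at pH 10. Enzyme: ASM from human placenta; substrate HMU-PC0, 9 uM final; 60 min, 37 °C. Compound preincubation 10 min, ambient temperature.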
PTAP TSG101 blk – qHTS Assay for Iinhibitors of HIV-1 Budding by Blocking the Interaction of PTAP/TSG101; Tumor susceptibility gene 101 protein (Homo sapiens), Q99816; Fluorescence polarization, FITC-PTAP peptide / Tsg101 binding; Potency, µM (highest dose often 115 µM), for inactives: top-dose activity change, negative = inhibition, usual class: inhibitors; 340,000 tested, under 10 active; AID 493005, 2010; active means well fitted inhibition curve with a large enough effect in the main read-out, with a control signal flat, not every such curve was filed as active; inconclusive means small, poorly fitted or top-dose-only effect, or effect the other way, or a change in a side signal; inactive means no such curve, though single readings can be large or run the other way; further: potency means the concentration at half of the fitted maximal effect; % of control where 0% means no effect
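Fluorescence anisotropy tracks displacement of a FITC-tagged PTAP peptide (50 nM) from the Tsg101 binding domain (10 uM), following a 20 min room-temperature incubation at pH 7.5.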
BCR signal inh – qHTS Assay to Find Inhibitors of Chronic Active B-Cell Receptor Signaling | AID 493014, 2011 | Potency, µM (titrated, usually from 46.1 µM), for inactives: at the top dose ratio change, negative = lower green/red ratio, actives largely listed as inhibitors | 340,000 tested, 0.05% active | ABC-DLBCL IkBa-CBG/CBR reporter, luminescence ratio, 4 h; active means well fitted inhibition curve with a large enough effect in the signal ratio, with a control signal flat, not every such curve was filed as active; inconclusive means small, poorly fitted or top-dose-only effect, or effect the other way, or a change in a side signal; the % refers to the signal ratio;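 further: potency means the concentration at half of the fitted maximal effect; plate controls were basal doxycycline-induced cells for no effect and cells given 10 µM MG132 for full effect; MG132 reads +100%, hits lower the ratio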
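Cell line TMD8 (human ABC DLBCL), stably expressing tet-inducible CBG68-IkBa fusion and CBR; IMDM/0.5% FBS; cpd up to 46 uM; dox induction, 4 h, 37C/5% CO2; dual luminescence; green/red ratio; MG132 control.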
PKM2 activator – qHTS Assay for Activators of Human Muscle isoform 2 Pyruvate Kinase; Pyruvate kinase PKM (Homo sapiens), P14618; purified PKM2, Kinase-Glo ATP luminescence, activation; response scale: 0% is enzyme alone, no compound; Potency, µM (series often up to 57.5 µM), without a hit: at the highest dose activation, usual class: activators; 260,000 tested, 0.34% active; AID 1631, 2009; further: potency means the concentration at half of the fitted maximal effect; on the % scale 0 is the no-effect control and ±100 the full control effect; nearly all actives have a fitted effect of over 55% in size
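Purified hPK-M2 (>95% pure) converted ADP (0.1 mM final) to ATP with 0.5 mM PEP in 50 mM imidazole pH7.2, KCl, MgCl2, Tween 20, BSA; 1 h at room temperature. ATP detected by Kinase-Glo luminescence.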
Tb PFK inh – qHTS Assay to Find Inhibitors of T. brucei phosphofructokinase. ATP-dependent 6-phosphofructokinase (Trypanosoma brucei brucei), O15648. T. brucei PFK, ADP-Glo luminescence. Potency, µM (titrated, usually from 57.5 µM), inactives show at the top dose activity, negative = inhibition, usual class: inhibitors. 330,000 tested, 0.17% active. AID 485367, 2010;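 further: potency means the concentration at half of the fitted maximal effect; 0% = uninhibited 1x PFK enzyme wells and -100% = no-enzyme wells; nearly all actives have a fitted effect of over 60% in size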
Target sequence (O15648 whole entry, looked up): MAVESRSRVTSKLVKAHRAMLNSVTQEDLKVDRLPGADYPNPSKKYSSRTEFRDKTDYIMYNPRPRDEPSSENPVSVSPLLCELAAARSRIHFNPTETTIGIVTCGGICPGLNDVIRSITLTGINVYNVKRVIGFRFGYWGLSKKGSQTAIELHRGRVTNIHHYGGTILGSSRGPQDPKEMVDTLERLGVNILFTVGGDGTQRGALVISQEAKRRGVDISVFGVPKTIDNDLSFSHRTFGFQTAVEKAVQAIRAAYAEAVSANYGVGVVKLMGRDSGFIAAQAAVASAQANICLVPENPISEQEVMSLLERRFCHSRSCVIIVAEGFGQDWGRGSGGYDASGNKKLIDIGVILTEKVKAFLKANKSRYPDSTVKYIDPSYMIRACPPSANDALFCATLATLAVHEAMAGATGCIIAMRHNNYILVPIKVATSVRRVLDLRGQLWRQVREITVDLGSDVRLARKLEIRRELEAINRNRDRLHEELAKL
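Compounds were pin-transferred as a titration series up to 57 uM into substrate buffer (0.5 mM F6P, 0.1 mM ATP, pH 8.0), then 1.25 nM PFK was added and reactions ran 45 min before ADP-Glo detection.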
Giardia kill – Small Molecules that selectively kill Giardia lamblia: qHTS | Giardia lamblia trophozoite viability | activity change, % at 7.66 µM, hits read low | 340,000 tested, 0.15% active; in the data active means activity change below about -80%; inconclusive means between about -30% and that limit;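 further: parasites exposed to compound for two days anaerobically before the ATP read; on the % scale 0 is the no-effect control and ±100 the full control effect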
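Compounds were tested on trophozoites seeded at 100 cells/well and held 48 hrs at 37 deg C anaerobically. An ATP-based luminescent kit measured the remaining live cells.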
* marks the source's active call; other numbers are inactive results; ? = inconclusive; · = no result given; [ ] = dose if it differs, or a comment. Unless noted, the call rests on the fitted dose curve; in most records, active means well fitted curve in the direction sought with a large enough effect; inconclusive means small, poorly fitted or top-dose-only effect, or another doubt; inactive means no such curve, though single readings can be large; an effect the other way counts as inactive or inconclusive.

SMILES	B2AR arrestin	GALK inh	a7 integrin act	FBPA coupling cs	Menin-MLL TR inh	S-ASM inh	PTAP TSG101 blk	BCR signal inh	PKM2 activator	Tb PFK inh	Giardia kill
C=CCNc1nc(=S)[nH]c2cc(OC)c(OC)cc12	0.2%	-1%	-3%	2	2%	7%	0%	10%	-1%	1%	4
CCN(CC1COc2ccccc2O1)C(=S)Nc1ccc(F)cc1 (stereo not given)	-0.8%	1%	-52%[inhibitor]	0	?	-6%	-6%	?	-2%	-1%	-1
Cc1noc(/C=C/N(C)C)c1S(=O)(=O)N1CCCC(C(=O)NCc2ccc(Cl)cc2)C1 (stereo not given)	3.7%	0%	?	3	6%	-3%	·	13%	2%	6%	1
COc1ccc(CCNC(=O)c2cc(C)oc2C)cc1	0.0%	-3%	16%	·	·	4%	3%	?	-1%	2%	-6
CCCn1nnc(NC(=O)c2cc(Br)ccc2OC)n1	-2.0%	1%	26%	2	13%	4%	-3%	?	1%	3%	14
COc1cc(/C=N/NC(=O)c2cnn3c(C)cc(-c4ccccc4)nc23)ccc1O	0.3%	-4%	7%	4	19%	-7%	-11%	-1%	-2%	10%	-4
O=C(OC1CCS(=O)(=O)c2sccc21)c1ccccc1 (stereo not given)	-0.3%	-1%	-37%	-4	-10%	-4%	-2%	3%	0%	-14%	-2
COc1ccc(S(=O)(=O)NCC2CC3C=CC2C3)cc1OC (stereo not given)	-0.8%	3%	18%	·	·	5%	·	-2%	0%	-11%	0
S=c1[nH]ncc2ccccc12	-0.5%	3%	-6%	2	-16%	5%	0%	-1%	-9%	0%	3
C=CCn1c(C)nnc1SCC(=O)NC1CC1	-0.2%	4%	-23%	·	·	1%	-1%	-2%	-3%	-6%	5
Cc1ccc(NC(=O)COC(=O)c2ccc(Cl)nc2)cc1S(=O)(=O)N1CCCCC1	0.1%	·	22%	·	·	-15%	-9%	?	·	0%	-2
Cc1ccc(N2C(=O)CC(Sc3ncccn3)C2=O)cc1C (stereo not given)	-0.1%	0%	-18%	1	7%	6%	-2%	2%	8%	2%	-2
CC(C)[C@H]1C(=O)Nc2ccccc2N1C(=O)N[C@@H](Cc1ccccc1)C(=O)N[C@H](Cc1ccccc1)C(=O)O	-0.2%	·	15%	-1	-1%	-2%	-1%	-10%	0%	1%	4
O=C(Oc1ccccc1C(=O)N1CCOCC1)c1ccc(F)cc1	-0.5%	10%	19%	-1	·	2%	0%	-5%	2%	1%	-15
COCCNC(=O)CSc1nc2nc(C)cc(C)n2n1	0.5%	1%	-3%	0	-10%	6%	-6%	1%	-1%	-5%	4
C=CCN1C(=O)c2ccc(C(=O)N(CC)CC(=O)Nc3c(F)cccc3F)cc2C1=O	-1.0%	·	5%	·	·	4%	-4%	6%	·	-17%	0
O=c1c2ccccc2c(=O)n(Cc2ccccc2)n1Cc1ccccc1	-0.5%	2%	12%	8	?	-22%	1%	?	-1%	-4%	14
COc1ccc(C(=O)Nc2cc(C)ccc2NC(=O)COc2ccccc2)cc1	0.0%	2%	-15%	2	0%	-5%	-3%	?	-7%	-2%	0
COCCCNC(=O)CCc1nc2cccnc2n1Cc1ccccc1	-0.1%	-3%	-16%	3	7%	5%	-7%	3%	6%	0%	-22
COc1ccc(/C=C/C(=O)C2(O)CCCCC2)cc1	-0.3%	10%	-31%	0	·	3%	-12%	?	1%	-2%	-9
CC(C)NC(=O)N(C)C[C@H]1Oc2ccc(NS(=O)(=O)c3ccccc3)cc2C(=O)N([C@H](C)CO)C[C@H]1C	0.0%	·	39%	·	·	0%	0%	0%	·	7%	12
Cc1ccn2c(=O)nc(SCC(=O)N3CCC(C)CC3)nc2c1	-0.4%	·	14%	·	·	-1%	0%	1%	·	1%	12
COc1ccccc1N(C)S(=O)(=O)c1ccc(Cl)c(C(=O)Nc2cccc(C)n2)c1	0.0%	·	-26%	·	·	2%	5%	10%	·	0%	-19
O=C(Nc1ccc(Br)cc1)c1cccnc1N1CCCCC1	-0.1%	-2%	-21%	-1	0%	-2%	0%	?	-7%	-2%	3
COc1ccccc1/C=N/NC(=O)c1ccc2c(c1)OCO2	-0.2%	6%	7%	2	-6%	0%	-5%	?	-11%	0%	-17
COc1cc(S(=O)(=O)NC2CCCCC2C)ccc1-n1cnnn1 (stereo not given)	-0.5%	-4%	11%	-2	-2%	-5%	-1%	9%	0%	0%	-3
O=c1[nH]ccc2c([N+](=O)[O-])cccc12	0.2%	15%	12%	-4	1%	3%	-3%	0%	-1%	-6%	-6
CCCn1c2ccccc2c2cn[nH]c(=O)c21	-0.8%	-2%	8%	-16	-7%	3%	-1%	-2%	·	-2%	-11
Cc1ccc(Nc2nnc(SCC(=O)c3c(N)n(C4CC4)c(=O)[nH]c3=O)s2)cc1C	-0.1%	·	0%	·	·	-11%	0%	-1%	·	12%	?
Cc1cc(C(=O)N/N=C2\CC(=O)CC(C)(C)C2)c(C)n1-c1ccc(F)cc1	-2.6%	0%	19%	-4	-11%	11%	0%	0%	3%	0%	-7
Cc1cc(OCC(=O)N(Cc2cccs2)C2CCS(=O)(=O)C2)ccc1Cl (stereo not given)	0.1%	·	-6%	0	11%	-3%	-4%	?	-2%	-2%	18
COc1cc(N2CCCC2)c(OC)cc1/C=C(/C#N)c1cccc(Br)c1	-0.2%	0%	14%	2	·	-11%	-1%	?	0%	0%	-29
CCOc1ccc(C2C=C(c3ccccc3)Nc3ncnn32)cc1 (stereo not given)	0.4%	-1%	·	2	-13%	·	·	4%	3%	4%	·
CCCCC(=O)NC(c1ccc([N+](=O)[O-])cc1)c1c(O)ccc2ccccc12 (stereo not given)	6.4%	0%	-58%[inhibitor]	-15	?	-13%	-4%	?	1%	5%	?
CCN1CC(CNC(=O)c2ccc3nc(Cc4cccc(Cl)c4)oc3c2)CC1=O (stereo not given)	-0.5%	-4%	27%	6	-2%	2%	-2%	?	·	?	2
CN(CCNC(=O)c1cccc(N2CCCC2=O)c1)Cc1ccccc1	0.3%	3%	2%	-3	-1%	-3%	-2%	-4%	-1%	-4%	-24
COC(=O)c1ccccc1NS(=O)(=O)c1ccc(NC(C)=O)cc1	0.4%	-1%	28%	7	12%	3%	3%	0%	0%	5%	19
N#C/C(=C\c1cc2ccccc2nc1N1CCCCC1)C(N)=O	0.2%	-3%	-1%	1	-7%	-2%	-1%	9%	0%	0%	0
CN(Cc1cnccn1)C(=O)CC1C(=O)NCCN1Cc1c(F)cccc1Cl (stereo not given)	-0.3%	0%	-24%	-8	·	7%	-5%	-7%	-3%	0%	-20
COC(=O)[C@@H]1CC(O)CN1C(=O)C12CC3CC(CC(C3)C1)C2 (stereo not given in full)	-1.5%	-2%	-13%	-1	1%	1%	-5%	0%	·	3%	-5
O=c1oc(-c2cccs2)nc2scc(-c3cccs3)c12	0.0%	-2%	-10%	-1	-9%	5%	-4%	?	3%	-1%	-11
Cc1ccc(-n2c(O)c(C=Nc3ccccc3-c3n[nH]c(=S)[nH]c3=O)c3ccccc3c2=O)cc1C	-0.1%	-3%	27%	6	?	0%	-6%	?	-1%	0%	16
C=CCn1c(N)nc2ccccc21	-0.1%	-1%	11%	4	15%	0%	-3%	2%	-4%	0%	-5
COC(=O)c1cc2nc(-c3ccccc3)cc(C)n2n1	0.1%	1%	-3%	6	5%	81%[activator]	-4%	0%	-1%	-9%	18
CCN(CC)S(=O)(=O)c1cc(NS(=O)(=O)c2cccc(C(=O)O)c2)ccc1C	-0.1%	-2%	31%	15	4%	-2%	-3%	1%	-3%	2%	1
COc1ccc(/C=C/C(=O)c2sc(-c3ccccc3)nc2C)cc1	-0.5%	-4%	-9%	-2	-19%	52%[activator]	0%	?	2%	1%	0
COc1cccc(C(=O)NN2CC(O)=C(c3nc4ccccc4n3C)C2=N)c1	-0.3%	0%	·	2	5%	·	·	?	2%	3%	·

Not all compounds are listed, so the mix of outcomes need not match the whole.
